SR-BI HDL uptake: mouse SR-BI HDL lipid transfer inhibition | Q61009 | inhibition, % at 12.5 µM | ldlA[mSR-BI] CHO cells, DiI-HDL uptake fluorescence, 3 h | AID 488896 | 0.96% of 320,000 active;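 active = mean replicate inhibition of at least 70% and a set share of replicates each scoring 70 or more; inconclusive = meets just one of the two criteria; inactive = fails both criteria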;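 also: 0% = median of neutral control wells and 100% = median of positive control wells; values of inactives mirror those of a sister screen read the other way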
Target sequence (Q61009 whole entry, looked up): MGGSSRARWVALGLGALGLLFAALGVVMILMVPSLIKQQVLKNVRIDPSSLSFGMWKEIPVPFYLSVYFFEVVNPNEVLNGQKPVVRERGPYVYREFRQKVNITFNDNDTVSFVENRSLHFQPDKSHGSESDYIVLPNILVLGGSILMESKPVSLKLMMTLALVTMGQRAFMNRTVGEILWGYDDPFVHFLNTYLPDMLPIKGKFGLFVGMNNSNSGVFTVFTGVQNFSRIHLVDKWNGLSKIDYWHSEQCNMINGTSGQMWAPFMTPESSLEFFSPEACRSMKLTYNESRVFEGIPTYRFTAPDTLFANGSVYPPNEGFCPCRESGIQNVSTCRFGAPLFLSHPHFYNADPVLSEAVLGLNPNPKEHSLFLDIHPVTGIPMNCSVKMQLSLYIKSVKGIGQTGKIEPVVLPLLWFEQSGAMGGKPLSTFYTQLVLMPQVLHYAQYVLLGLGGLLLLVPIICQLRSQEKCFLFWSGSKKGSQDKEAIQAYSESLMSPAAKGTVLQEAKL
PfHsp90 yeast 2: reduces growth (ATP signal) of yeast expressing P. falciparum Hsp90. S. cerevisiae expressing PfHsp90, BacTiter-Glo ATP, 48 h; yeast lacking PDR1 and PDR3 efflux regulators. inhibition, % at 9.4 µM. 0.32% of 310,000 active;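 active = every replicate shows inhibition above about 80%, whatever the replicate mean, limit read from the data; inconclusive = mean inhibition reaches the set limit but some replicate falls short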;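 also: 0% = DMSO neutral controls and 100% = 20 µM radicicol positive controls; yeast relying on Plasmodium falciparum Hsp90 in place of its own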
MITF act: increases MITF-driven TRPM1 promoter luciferase signal; activation, % at 12.5 µM; 0.75% of 300,000 active; SK-MEL-5 TRPM1-promoter luciferase, 24 h; % of positive control, neutral wells = 0;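 active = mean activation of at least 80% with every replicate also reaching 80%; inconclusive = mean reaches 80% but some replicate falls short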;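 also: 0% = neutral control wells and 100% = parthenolide positive control wells; values of inactives mirror those of a sister screen read the other way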
SR-BI DiI-HDL act: SR-BI HDL lipid transfer activation. CHO ldlA[mSR-BI] cells, DiI-HDL uptake fluorescence, 3 h; 100 = double the neutral-control signal. activation, % at 12.5 µM. 0.096% of 320,000 active. AID 504775;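 active = mean replicate activation of at least 60% and every replicate at or above 60%; inconclusive = mean or all-replicate condition met, but not both; inactive = mean below 60% and not all replicates reaching 60%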;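 also: 0% = median plate neutral-control signal and 100% = twice that signal; values of inactives mirror those of a sister screen read the other way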
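Test system: SR-BI-overexpressing, LDLR-lacking CHO cells. Measured by: DiI fluorescence, bottom read. Medium: Ham's F12 with 0.5% BSA, HEPES 25 mM, pH 7.4. Timing: 3 h uptake period with compound, 37 °C.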
CAL PDZ FP-1: inhibitors of human CAL PDZ peptide binding. Q9HD26. purified CAL PDZ, TMR-peptide fluorescence polarization, 1 h. inhibition, % at 20 µM. 0.02% of 330,000 active. AID 504414;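 active = highest replicate inhibition of at least 40%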;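 also: plate controls were DMSO neutral control wells for no effect and unlabeled competitor peptide control wells for full effect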
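Material – purified CerCALP PDZ construct · Detection – FP readout, S and P plane fluorescence · Measure – percent inhibition from loss of millipolarization · Controls – unlabelled peptide for full inhibition, DMSO wells as neutral · Probe or stimulus – TMR-labelled reporter peptide T*-PRC34 bound in PDZ groove · Times – 1 h at RT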
CAL PDZ FP-2: blocks peptide binding to the human CAL PDZ domain. inhibition, % at 24.9 µM. purified CAL PDZ, TMR-peptide fluorescence polarization, 1 h. 0.92% of 300,000 active. AID 602252. Q9HD26;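 active = mean inhibition of at least 30% with at least half of replicates also reaching 30%; inconclusive = no clear call, values can overlap the other calls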;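 also: 0% = DMSO neutral control and 100% = excess unlabeled competitor peptide PRC23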
dFosB activator: mouse delta FosB homodimer activation; P13346; purified delta FosB, TAMRA-CDK5 oligo fluorescence polarization; percent of positive-control signal above neutral wells; activation, % at 25 µM; 0.99% of 340,000 active; AID 493131;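 active = mean activation above about 17%, with every replicate also reaching it, limit read from the data, passing the limit was not always enough; inconclusive = only one of the two conditions met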;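 also: fluorescence polarization rise as delta FosB binds a TAMRA Cdk5 AP-1 oligo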
NSD2 HMT inh: NSD2 (human) methyltransferase inhibition | O96028 | NSD2 peptide methylation, AlphaScreen, 120 min | inhibition, % at 12.5 µM | 0.54% of 310,000 active; in the data active = inhibition above about 50%
Rtt109 Vps75: blocks Candida albicans Rtt109/Vps75 acetyltransferase activity; purified Rtt109/Vps75, ThioGlo CoA-SH fluorescence, 4 h; inhibition, % at 34.9 µM; 0.16% of 330,000 active;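 active = inhibition of at least 50% in every replicate; inconclusive = best replicate reaches 50% inhibition but some replicates fall short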
Target sequence (Q5AAJ8 whole entry, looked up): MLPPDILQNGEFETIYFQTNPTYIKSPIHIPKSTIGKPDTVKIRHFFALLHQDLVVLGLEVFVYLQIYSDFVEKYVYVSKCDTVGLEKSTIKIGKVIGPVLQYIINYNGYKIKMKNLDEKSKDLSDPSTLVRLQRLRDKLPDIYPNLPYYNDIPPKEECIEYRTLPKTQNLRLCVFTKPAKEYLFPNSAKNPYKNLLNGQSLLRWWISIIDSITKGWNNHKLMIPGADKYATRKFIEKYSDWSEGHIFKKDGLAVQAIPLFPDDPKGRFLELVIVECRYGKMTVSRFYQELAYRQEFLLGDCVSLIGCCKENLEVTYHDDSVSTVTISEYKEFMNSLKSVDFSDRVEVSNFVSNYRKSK
PvdQ acylase: blocks Pseudomonas aeruginosa PvdQ acylase activity. AID 488965. 0.063% of 340,000 active. inhibition, % at 10 µM. purified PvdQ acylase, fluorescence plate reader; in the data active = inhibition above about 30%, passing the limit was not always enough; inconclusive = no clear call, values can overlap the other calls;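 also: 0% = vehicle neutral wells and 100% = reference inhibitor wells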
* hit, by the source's call. Compounds as they come, and some 4.3% of all compounds hit somewhere here.

How did N#CC1(NC(=O)CSc2nnc(COc3ccccc3F)n2N)CCCCC1 do in these assays?
SR-BI HDL uptake: 8; PfHsp90 yeast 2: -28; MITF act: 6; SR-BI DiI-HDL act: -8; CAL PDZ FP-1: -1.9; CAL PDZ FP-2: 9; dFosB activator: -5; NSD2 HMT inh: -2; Rtt109 Vps75: 12; PvdQ acylase: 3

How did COc1cccc(-n2nnnc2SCC(=O)Nc2ccc(NC(C)=O)cc2)c1 do in these assays?
SR-BI HDL uptake: 1; PfHsp90 yeast 2: 4; MITF act: -5; SR-BI DiI-HDL act: -1; CAL PDZ FP-1: -1.2; CAL PDZ FP-2: -3; dFosB activator: 2; NSD2 HMT inh: 2; Rtt109 Vps75: 9; PvdQ acylase: -8

How did Cc1cc(Cl)ccc1Oc1ncc(-c2ccc(Cl)cc2)cn1 do in these assays?
SR-BI HDL uptake: 8; PfHsp90 yeast 2: -22; MITF act: 19; SR-BI DiI-HDL act: -8; CAL PDZ FP-2: 0; dFosB activator: 0; NSD2 HMT inh: -1; Rtt109 Vps75: 0; PvdQ acylase: -6

What do the screens show for `O=C(/C=C/N1CCOCC1)c1ccc(-c2ccccc2)cc1`?
SR-BI HDL uptake: 7; PfHsp90 yeast 2: 106*; MITF act: 78; SR-BI DiI-HDL act: -7; CAL PDZ FP-1: -6.5; CAL PDZ FP-2: -2; dFosB activator: -17; NSD2 HMT inh: 4; Rtt109 Vps75: 20; PvdQ acylase: 7

How did COc1ccc(/C=N/n2c(N)c(S(=O)(=O)c3cccs3)c3nc4ccccc4nc32)cc1OC do in these assays?
SR-BI HDL uptake: -16; PfHsp90 yeast 2: -25; SR-BI DiI-HDL act: 16; CAL PDZ FP-1: 0.0; CAL PDZ FP-2: 0; dFosB activator: -5; NSD2 HMT inh: -1; Rtt109 Vps75: -2; PvdQ acylase: -3

How did OCC1(CO)COC2(CCCC2)N1 do in these assays?
SR-BI HDL uptake: 3; MITF act: 3; SR-BI DiI-HDL act: -3; CAL PDZ FP-1: -0.4; dFosB activator: -2; NSD2 HMT inh: 4; Rtt109 Vps75: 0; PvdQ acylase: -5

What do the screens show for `CC(C)Sc1n[nH]c(=O)n1-c1cccc(C(F)(F)F)c1`?
SR-BI HDL uptake: -1; PfHsp90 yeast 2: 20; MITF act: 3; SR-BI DiI-HDL act: 1; CAL PDZ FP-1: -0.6; dFosB activator: -4; NSD2 HMT inh: 0; Rtt109 Vps75: -7; PvdQ acylase: 0

What do the screens show for `COc1ccc(N(C(C)C(=O)NN=C2CCCCCCC2)S(C)(=O)=O)cc1` (configuration not stated)?
SR-BI HDL uptake: -17; MITF act: 14; SR-BI DiI-HDL act: 17; CAL PDZ FP-1: -1.6; CAL PDZ FP-2: -1; dFosB activator: 2; NSD2 HMT inh: -1; Rtt109 Vps75: -6; PvdQ acylase: 1

How did CCCCn1c(N)c(N(CCOC)C(=O)c2oc3ccc(OC)cc3c2C)c(=O)[nH]c1=O do in these assays?
SR-BI HDL uptake: -14; PfHsp90 yeast 2: -3; MITF act: -3; SR-BI DiI-HDL act: 14; CAL PDZ FP-1: -2.0; CAL PDZ FP-2: -3; dFosB activator: -6; NSD2 HMT inh: -4; Rtt109 Vps75: 13; PvdQ acylase: -3

How did CC1(C)NC(=O)N(CCC(=O)Nc2cc(C(F)(F)F)ccc2Cl)C1=O do in these assays?
SR-BI HDL uptake: 3; MITF act: -11; SR-BI DiI-HDL act: -3; CAL PDZ FP-1: 0.1; CAL PDZ FP-2: -4; dFosB activator: -5; NSD2 HMT inh: 12; Rtt109 Vps75: 11; PvdQ acylase: 11

Results for Cn1nc(C(=O)NC(C)(C)C)c2ccccc21 ?
SR-BI HDL uptake: 10; PfHsp90 yeast 2: -19; MITF act: 2; SR-BI DiI-HDL act: -10; CAL PDZ FP-1: -1.3; CAL PDZ FP-2: -8; dFosB activator: 3; NSD2 HMT inh: -1; Rtt109 Vps75: 4; PvdQ acylase: 9

How did Cc1cc(C(=O)NC2CCCc3c2cnn3-c2cc(F)cc(F)c2)nn1C (configuration not stated) do in these assays?
SR-BI HDL uptake: 0; PfHsp90 yeast 2: -1; MITF act: 5; SR-BI DiI-HDL act: 0; CAL PDZ FP-1: -1.7; CAL PDZ FP-2: -4; dFosB activator: 2; NSD2 HMT inh: -1; Rtt109 Vps75: 8; PvdQ acylase: -4

How did COC(=O)C1CCN(C(=O)CN(C)Cc2ccc(C(C)(C)C)cc2)CC1 do in these assays?
PfHsp90 yeast 2: 9; CAL PDZ FP-1: -0.1; CAL PDZ FP-2: -1; dFosB activator: -2; NSD2 HMT inh: -3; Rtt109 Vps75: 8; PvdQ acylase: -8

Results for COc1ccc(C(=O)N/C(=C/c2ccco2)C(=O)NC2CCS(=O)(=O)C2)cc1 (configuration not stated) ?
SR-BI HDL uptake: -5; PfHsp90 yeast 2: -44; MITF act: -6; SR-BI DiI-HDL act: 5; CAL PDZ FP-1: -0.4; CAL PDZ FP-2: -2; dFosB activator: 0; NSD2 HMT inh: 0; Rtt109 Vps75: 0; PvdQ acylase: -10

What do the screens show for `Cc1c(/C=N/NC(=O)c2cc(=O)[nH]c(=O)[nH]2)c2ccccn2c1C(=O)c1ccccc1`?
SR-BI HDL uptake: 19; PfHsp90 yeast 2: -10; MITF act: -7; SR-BI DiI-HDL act: -19; CAL PDZ FP-1: 1.2; CAL PDZ FP-2: 2; dFosB activator: -2; NSD2 HMT inh: 14; Rtt109 Vps75: -29; PvdQ acylase: -4

What do the screens show for `COc1ccc(CC(=O)Nc2nc(-c3cc(OC)ccc3OC)cs2)cc1`?
SR-BI HDL uptake: 7; PfHsp90 yeast 2: 28; MITF act: 9; SR-BI DiI-HDL act: -7; CAL PDZ FP-1: -1.5; CAL PDZ FP-2: 8; dFosB activator: -8; NSD2 HMT inh: 0; Rtt109 Vps75: 6; PvdQ acylase: -3

How did CC(=O)c1cccc(N(C(=O)c2cnccn2)C(C(=O)NCc2ccccc2)c2ccco2)c1 (configuration not stated) do in these assays?
SR-BI HDL uptake: -6; PfHsp90 yeast 2: 12; MITF act: -2; SR-BI DiI-HDL act: 6; CAL PDZ FP-1: -0.1; CAL PDZ FP-2: 0; dFosB activator: -7; Rtt109 Vps75: 2; PvdQ acylase: 7

Results for CCC(C)NS(=O)(=O)c1ccc(OCC(=O)NCc2ccc(OC)cc2)cc1 (configuration not stated) ?
SR-BI HDL uptake: -12; PfHsp90 yeast 2: -10; MITF act: 5; SR-BI DiI-HDL act: 12; CAL PDZ FP-1: -0.9; CAL PDZ FP-2: -1; dFosB activator: 7; NSD2 HMT inh: 0; Rtt109 Vps75: -2; PvdQ acylase: 0

How did CN(CCOc1ccccc1)C(=O)c1ccc(N2CCCC2)c([N+](=O)[O-])c1 do in these assays?
PfHsp90 yeast 2: -25; MITF act: 10; CAL PDZ FP-1: -1.0; dFosB activator: -6; NSD2 HMT inh: 26; Rtt109 Vps75: 13; PvdQ acylase: 1

What do the screens show for `Cc1ccc2c(c1)nnn2C1CCN(S(=O)(=O)c2ccc(C(=O)N3CC(C)CC(C)C3)cc2)CC1` (configuration not stated)?
SR-BI HDL uptake: 43; SR-BI DiI-HDL act: -43; CAL PDZ FP-1: -0.9; CAL PDZ FP-2: 0; dFosB activator: -4; NSD2 HMT inh: -2; Rtt109 Vps75: -9; PvdQ acylase: -4

What do the screens show for `CCCNc1nc2c(c(=O)[nH]c(=O)n2C)n1CCC(C)C`?
SR-BI HDL uptake: -55; PfHsp90 yeast 2: -22; MITF act: -7; CAL PDZ FP-1: -0.8; CAL PDZ FP-2: 1; dFosB activator: -4; NSD2 HMT inh: 1; Rtt109 Vps75: -45; PvdQ acylase: -14

Results for O=C(O)CSCC(=O)N1CCN(S(=O)(=O)c2cc(Cl)cc(Cl)c2)CC1 ?
SR-BI HDL uptake: -14; PfHsp90 yeast 2: 2; MITF act: 13; SR-BI DiI-HDL act: 14; CAL PDZ FP-1: 0.0; CAL PDZ FP-2: -3; dFosB activator: -2; NSD2 HMT inh: -3; Rtt109 Vps75: -3; PvdQ acylase: -12

How did CCN(CC)C(=O)COc1cc(C)cc2oc(=O)cc(-c3ccccc3)c12 do in these assays?
SR-BI HDL uptake: 24; PfHsp90 yeast 2: 11; MITF act: -3; SR-BI DiI-HDL act: -24; CAL PDZ FP-1: -0.1; CAL PDZ FP-2: 0; dFosB activator: -1; NSD2 HMT inh: -2; Rtt109 Vps75: 8; PvdQ acylase: -5

What do the screens show for `O=C(COc1ccc([N+](=O)[O-])cc1)Nc1ccc(N2CCN(C(=O)c3ccco3)CC2)cc1`?
SR-BI HDL uptake: 30; PfHsp90 yeast 2: 12; MITF act: 2; SR-BI DiI-HDL act: -30; CAL PDZ FP-1: 1.0; CAL PDZ FP-2: 7; dFosB activator: -4; NSD2 HMT inh: 0; Rtt109 Vps75: 3; PvdQ acylase: -11

Results for O=C(Nc1cc(-c2ccccc2)nn1-c1ccccc1)c1ccccc1F ?
SR-BI HDL uptake: 48; PfHsp90 yeast 2: 1; MITF act: 13; SR-BI DiI-HDL act: -48; CAL PDZ FP-1: -0.4; CAL PDZ FP-2: -2; dFosB activator: 1; Rtt109 Vps75: -4; PvdQ acylase: 0

What do the screens show for `COc1ccc(N(CC(=O)N/N=C/c2cc(Br)c(C)o2)S(=O)(=O)c2ccc(NC(C)=O)cc2)cc1`?
SR-BI HDL uptake: -18; PfHsp90 yeast 2: 0; MITF act: 4; SR-BI DiI-HDL act: 18; CAL PDZ FP-1: -1.6; CAL PDZ FP-2: 9; dFosB activator: -13; NSD2 HMT inh: -2; Rtt109 Vps75: inconclusive; PvdQ acylase: 5

Results for O=C(CSc1ncccn1)Nc1cccc2ccccc12 ?
SR-BI HDL uptake: 0; PfHsp90 yeast 2: 4; MITF act: 0; SR-BI DiI-HDL act: 0; CAL PDZ FP-1: -2.7; CAL PDZ FP-2: -3; dFosB activator: 2; NSD2 HMT inh: -3; PvdQ acylase: 10

How did Cc1ccc(C)c(CN2C(=O)C(C)Oc3ccc(C)cc32)c1 (configuration not stated) do in these assays?
SR-BI HDL uptake: 77*; MITF act: -5; SR-BI DiI-HDL act: -77; CAL PDZ FP-2: 1; dFosB activator: -11; NSD2 HMT inh: -2; Rtt109 Vps75: -3; PvdQ acylase: -5

How did O=c1[nH]c(Cc2ccccn2)nc2scc(-c3ccc(Cl)cc3)c12 do in these assays?
SR-BI HDL uptake: 9; PfHsp90 yeast 2: -4; MITF act: 3; SR-BI DiI-HDL act: -9; CAL PDZ FP-1: -1.2; CAL PDZ FP-2: 0; dFosB activator: -3; NSD2 HMT inh: 0; Rtt109 Vps75: 2; PvdQ acylase: -5
